# Bioassay records (PubChem)
# DNMT1 block: DNMT1 (human) enzyme inhibition. DNMT1 molecular beacon, Hinp1I cleavage, fluorescence. 0.83% of 360,000 active. inhibition (reported as % activation of signal), % at 10 µM. P26358; in the data active means inhibition above about 50%
# STEP inh: blocks human striatal-enriched tyrosine phosphatase. AID 588621. inhibition, % at 20 µM. P54829. 0.25% of 360,000 active. recombinant STEP, OMFP fluorogenic substrate, fluorescence;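 active means inhibition at 20 µM, scaled per plate between control wells, above about 37%, limit read from the data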;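 further: 0% = DMSO with enzyme and substrate and 100% = substrate only without enzyme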
#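 Assay system: isolated STEP enzyme / Timing: 20 min at room temperature, dark / Doses: 20 µM, 1% DMSO / Technique: fluorescence intensity, excitation 480 nm, emission 540 nm / Reagent: fluorogenic phosphatase substrate OMFP at 25 µM final / Measure: percent inhibition scaled to no-enzyme and uninhibited-enzyme controls, plate-pattern corrected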
# SUMO1-SIM PPI: modulators of human SUMO1-mediated protein-protein interactions | P63165 | SUMO1 binding to a labelled peptide, TR-FRET, 1 h | inhibition, % at 20 µM | 0.33% of 360,000 active; in the data active means inhibition above about 37%
# Target sequence (P63165 whole entry, looked up): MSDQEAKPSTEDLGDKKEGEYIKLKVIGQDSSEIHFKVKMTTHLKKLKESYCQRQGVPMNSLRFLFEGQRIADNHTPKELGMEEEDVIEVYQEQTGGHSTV
# Scp1 inh: Scp-1 (human) phosphatase inhibition. Q9GZU7. Recombinant Scp1, phosphopeptide, malachite green phosphate absorbance. inhibition, % at 20 µM. 0.88% of 340,000 active;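 active means inhibition above about 50% at 20 µM, limit read from the data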;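 further: plate controls were DMSO wells with enzyme for no effect and wells lacking enzyme for full effect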
# Target sequence (Q9GZU7 76-261 limits assumed): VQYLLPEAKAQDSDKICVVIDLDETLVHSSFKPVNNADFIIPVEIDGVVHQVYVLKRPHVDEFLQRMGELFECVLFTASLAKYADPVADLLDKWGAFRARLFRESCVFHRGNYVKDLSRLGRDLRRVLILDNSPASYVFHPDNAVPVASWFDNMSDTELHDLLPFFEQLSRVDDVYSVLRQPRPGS
#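 System: SCP-1 catalytic domain; Reagent: Phospho 17-mer peptide substrate; Doses: one concentration, 20 µM, with 1.0% DMSO; Incubation: 45 min room-temperature reaction, 5 min colour, 30 min stabiliser; Signal: Phosphate-binding colour reagent, absorbance read at 630 nm.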
# NRP1-CendR mod: modulators of CendR peptide binding to human neuropilin-1; O14786; FAM-RPARPAR peptide binding to NRP-1, fluorescence polarization; inhibition, % at 25 µM; 0.85% of 360,000 active;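 active means inhibition or corrected inhibition above about 18%, plus a signal ratio from 0.5 to 1.5, limit read from the data, passing the limit was not always enough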; further: strong numbers were not always called active
# NadD inh: NadD (S. aureus) enzyme inhibition | purified NadD enzyme, colorimetric absorbance read-out | inhibition, % at 20 µM | 0.78% of 360,000 active; in the data active means inhibition above about 26%; further: some compounds past the cut are filed as inactive
# LMPTP block: blocks human LMPTP phosphatase | P24666 | recombinant LMPTP-A, OMFP fluorogenic substrate, fluorescence intensity | inhibition, % at 20 µM | 0.22% of 360,000 active | AID 651560;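 active means compounds that cut the enzyme signal by at least half of the control window in the single-dose screen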;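 further: plate controls were DMSO wells with enzyme plus substrate for no effect and substrate without enzyme for full effect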
#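 Test system: LMPTP-A phosphatase enzyme. Amount: LMPTP-A at 0.625 nM final in the reaction. Reagent: OMFP substrate, 400 µM final. Times: 50 min at room temperature. Signal: endpoint fluorescence intensity from OMFP dephosphorylation. Read-out basis: % inhibition. Benchmarks: no-enzyme and uninhibited controls.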
# Neddyl block: blocks human cullin neddylation; calls only at 25 µM; P61081+Q13564; AID 651699; 0.58% of 360,000 active; TR-FRET cullin neddylation, biochemical; in the data active means inhibition above about 36%
# Target sequence (P61081 whole entry, looked up): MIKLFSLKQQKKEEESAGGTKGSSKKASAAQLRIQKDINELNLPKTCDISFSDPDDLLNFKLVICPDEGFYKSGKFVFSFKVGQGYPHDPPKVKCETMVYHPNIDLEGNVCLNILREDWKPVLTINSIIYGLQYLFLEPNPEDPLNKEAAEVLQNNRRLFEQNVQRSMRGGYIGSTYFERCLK
# Target sequence (Q13564 whole entry, looked up): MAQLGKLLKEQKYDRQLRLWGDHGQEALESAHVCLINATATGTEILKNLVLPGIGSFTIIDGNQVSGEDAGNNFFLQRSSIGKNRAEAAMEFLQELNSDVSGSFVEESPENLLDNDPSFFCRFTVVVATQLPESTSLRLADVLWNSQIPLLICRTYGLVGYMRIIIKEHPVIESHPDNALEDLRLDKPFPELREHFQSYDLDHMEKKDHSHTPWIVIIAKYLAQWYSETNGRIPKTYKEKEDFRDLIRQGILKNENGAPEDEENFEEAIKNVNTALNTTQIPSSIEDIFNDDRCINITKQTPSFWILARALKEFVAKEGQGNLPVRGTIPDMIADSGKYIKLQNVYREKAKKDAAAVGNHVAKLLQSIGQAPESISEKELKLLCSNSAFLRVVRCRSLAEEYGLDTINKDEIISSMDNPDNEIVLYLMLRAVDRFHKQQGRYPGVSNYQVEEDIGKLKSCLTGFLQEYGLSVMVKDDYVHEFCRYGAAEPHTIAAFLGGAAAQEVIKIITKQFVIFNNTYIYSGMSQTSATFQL
# Tb MetRS inh: blocks T. brucei methionyl-tRNA synthetase activity. purified T. brucei MetRS, ATP depletion, Kinase-Glo luminescence. inhibition, % at 11.9 µM. 0.4% of 360,000 active. AID 624268;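 active means inhibition above a per-plate cutoff of the control wells' mean inhibition plus 3 SD, cut at about 5.5% in these data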;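 further: 0% = DMSO wells median and 100% = median of wells with control inhibitor compound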
#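 System: purified T. brucei MetRS enzyme / Detection: Kinase-Glo luciferase luminescence reporting remaining unconsumed ATP / Medium: HEPES buffer with MgCl2, KCl, DTT, spermine, BSA, pyrophosphatase / Replication: singlicate, one well per compound / Evaluation: percent inhibition relative to median high and low control wells / Schedule: 2 h aminoacylation at 25 °C after 15 min preincubation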
# SKN-1 block: inhibitors of C. elegans SKN-1. C. elegans VP596 Pgst-4::GFP/RFP ratio, acrylamide-induced, 24 h. inhibition, % at 21.8 µM. 0.49% of 360,000 active. AID 624304;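 active means interference check ratio from 0.5 to 1.5 plus GFP to RFP signal ratio inhibition reaching or exceeding a fixed threshold, cut at about 30% in these data, passing the limit was not always enough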; further: some compounds called inactive have numbers as strong as hits
# Numbers without * were called inactive; i = inactive; . = not tested or not shown.
DNMT1 block	STEP inh	SUMO1-SIM PPI	Scp1 inh	NRP1-CendR mod	NadD inh	LMPTP block	Neddyl block	Tb MetRS inh	SKN-1 block	mol
-0.4	-0.9	-2.1	12.7	2.6	7.3	-0.9	i	-0.1	14.4	CC1CCC(C(C)C)C(OCC(O)C[N+]2(C)CCCCC2)C1 (stereo unspecified)
18.3	-0.4	4.6	0.9	-10.8	-3.3	0.9	i	0.0	-14.2	CCC(=O)N1CCN(c2ccc(NC(=S)NC(=O)COc3ccccc3)cc2)CC1
71.7*	51.2*	-13.8	84.8*	-1.5	9.6	26.1	i	-0.6	7.9	O=c1c2c3nc4ccccc4nc3n(-c3ccc4c(c3)OCCO4)c2ncn1C1CCCC1
-0.3	3.5	-22.7	-5.8	7.8	-10.7	-1.0	i	-0.7	-5.4	CN(C(=O)c1cc2c(s1)-c1ccccc1S(=O)(=O)C2)c1ccccc1
-0.3	1.6	-1.5	-5.7	7.9	-9.3	-1.0	i	-0.2	-3.4	COc1ccc(C(=O)N/C(=C\c2cn(S(=O)(=O)N(C)C)c3ccccc23)C(=O)NCCCN2CCOCC2)cc1
-0.9	2.0	-3.2	11.8	2.3	0.6	-3.2	i	-0.8	-5.0	O=C(O)CCc1c(C(=O)O)[nH]c2ccccc12
1.8	-1.0	-4.2	-4.5	-10.0	3.4	-1.5	i	-0.3	1.1	COCCN(CC(=O)Nc1ccccc1)S(=O)(=O)c1ccc(S(=O)(=O)N2CCCC2)cc1
0.9	5.3	7.5	-9.1	-6.1	9.7	0.1	i	-0.4	17.7	COc1cccc(-c2nnc(NC(=O)c3ccccc3Br)o2)c1

# The final 2 entries of the section above open the next one.
DNMT1 block	STEP inh	SUMO1-SIM PPI	Scp1 inh	NRP1-CendR mod	NadD inh	LMPTP block	Neddyl block	Tb MetRS inh	SKN-1 block	mol
1.8	-1.0	-4.2	-4.5	-10.0	3.4	-1.5	i	-0.3	1.1	COCCN(CC(=O)Nc1ccccc1)S(=O)(=O)c1ccc(S(=O)(=O)N2CCCC2)cc1
0.9	5.3	7.5	-9.1	-6.1	9.7	0.1	i	-0.4	17.7	COc1cccc(-c2nnc(NC(=O)c3ccccc3Br)o2)c1
0.7	2.7	-0.4	-6.9	0.9	-9.9	7.3	i	11.2*	-13.0	OCCNc1nc(Nc2ccccc2)nc2ccccc12
1.4	0.9	6.2	-5.3	10.9	0.6	1.4	i	-0.5	3.0	Nc1nc(SCC(=O)NCCOCCO)nc2sc3c(c12)CCCC3
0.7	2.3	1.9	-5.9	2.5	3.4	-0.4	i	-0.2	13.2	c1ccc(-c2nnnn2CCOCCn2nnnc2-c2ccccc2)cc1
-2.1	2.1	-4.2	-1.8	-4.9	-2.9	0.9	i	-0.4	1.8	O=C(Nc1ccnn1C1CCN(CCCC2CCCC2)CC1)c1ccccc1Cl
0.8	-0.3	-2.3	-3.9	21.0	-2.8	24.1	i	-0.4	1.4	CCOC(=O)CSc1ccc(S(=O)(=O)N2CCCC2)cc1[N+](=O)[O-]
-4.0	1.2	-12.2	-5.8	16.9	0.3	-4.0	i	-0.7	3.0	COc1cccc(CN2CCN(Cc3cc(OC)c(OC)cc3[N+](=O)[O-])CC2)c1
0.3	-0.5	14.6	-2.5	-0.7	5.3	-1.5	i	-0.4	-20.3	CN(C)S(=O)(=O)c1ccc2nnn(OCC(=O)NC3CCS(=O)(=O)C3)c2c1 (stereo unspecified)
1.4	-2.3	-4.3	-4.7	3.6	-3.5	-0.5	i	-0.3	-3.0	CNS(=O)(=O)c1cc(-c2nnc(Nc3ccc(CC(N)=O)cc3)c3ccccc23)ccc1C

# Grouped by structure: the compounds so far with a nitro group on carbon
DNMT1 block	STEP inh	SUMO1-SIM PPI	Scp1 inh	NRP1-CendR mod	NadD inh	LMPTP block	Neddyl block	Tb MetRS inh	SKN-1 block	mol
0.8	-0.3	-2.3	-3.9	21.0	-2.8	24.1	i	-0.4	1.4	CCOC(=O)CSc1ccc(S(=O)(=O)N2CCCC2)cc1[N+](=O)[O-]
-4.0	1.2	-12.2	-5.8	16.9	0.3	-4.0	i	-0.7	3.0	COc1cccc(CN2CCN(Cc3cc(OC)c(OC)cc3[N+](=O)[O-])CC2)c1

# (next part)
DNMT1 block	STEP inh	SUMO1-SIM PPI	Scp1 inh	NRP1-CendR mod	NadD inh	LMPTP block	Neddyl block	Tb MetRS inh	SKN-1 block	mol
-2.8	-1.0	-0.2	-4.4	2.2	-3.0	-0.3	i	0.1	16.8	COc1ccc(NC(C)C(=O)N2CCN(Cc3ccccc3)CC2)cc1 (stereo unspecified)
0.0	-2.9	-1.2	2.4	11.5	0.8	0.9	i	0.1	-11.0	COc1cccc(C(=O)Nc2cc(OC)ccc2NC(=O)c2ccco2)c1
-0.6	-3.7	-0.1	-4.8	-0.4	-1.0	7.4	i	-0.2	3.7	OCCNc1nc(N2CCN(Cc3ccccc3)CC2)nc2ccccc12
-0.7	0.2	3.4	-4.2	8.4	-1.6	-1.5	i	0.2	-6.3	CCc1ccc(N2CC34C=CC(O3)C(C(=O)OC(C)C)C4C2=O)cc1 (stereo unspecified)
-2.3	2.2	-0.1	-0.8	9.4	-2.0	-0.6	i	-0.7	-0.5	CC(C)Oc1cccc(C(=O)C2CCCN(Cc3cnc(N4CCCC4)s3)C2)c1 (stereo unspecified)
-4.9	8.6	11.2	1.2	-16.7	10.4	4.6	i	-0.3	-9.1	CCN(CC)c1ccc(C(=O)NNC(=O)c2ccc3c(=O)n4c(nc3c2)CCC4)cc1
-6.6	-3.3	-20.4	-6.5	7.6	-14.4	2.2	i	-1.2	-5.6	CCNc1nc(Nc2ccc(C)c(Cl)c2)c2cnn(C)c2n1
-1.3	-2.1	6.5	-3.2	6.1	-3.1	0.0	i	-0.4	2.1	Cc1ccc(C(=O)Nc2cccnc2)cc1S(=O)(=O)N1CCCCC1
0.3	0.0	4.5	-5.3	-3.0	-2.2	4.9	i	-1.3	-3.6	O=C(CCC(=O)NNC(=O)COc1ccc(Br)cc1Br)NCc1ccccc1
3.1	-1.8	-6.7	-7.1	1.7	-4.7	0.1	i	-0.6	4.7	NS(=O)(=O)c1ccc(CNC(=O)/C=C/c2ccc(Cl)c(Cl)c2)cc1
-0.9	-4.6	0.6	-4.9	18.3	-8.0	-1.9	i	-0.2	6.6	CCOC(=O)C[C@H]1c2ccccc2S(=O)(=O)N1c1cccc(OC)c1
10.0	-2.7	5.3	.	7.6	-6.0	-1.3	i	-0.1	0.3	COc1ccc(S(=O)(=O)NC(=O)C2(C)CCN2C(=O)C2(c3ccccc3)CCCC2)cc1 (stereo unspecified)
6.3	3.0	3.6	-1.6	0.4	1.8	0.3	i	-0.1	10.8	CCOC(=O)c1ccc2c(c1)NC(=O)C(N1CCN(c3ccc(OC)cc3)CC1)S2 (stereo unspecified)
13.9	-1.6	0.8	8.0	2.6	9.6	0.1	i	-0.4	5.9	CC(OC(=O)c1ccccc1)C(=O)NCc1ccco1 (stereo unspecified)
-0.1	0.4	3.5	0.3	4.4	3.2	-2.0	i	-0.6	10.2	Cc1ccc(S(=O)(=O)N2CCOCC2)c(C)c1-n1cnnn1
-1.9	1.6	4.7	-4.2	1.8	-3.2	1.7	i	0.5	-8.9	Cc1[nH]c2ccc(C(=O)OC(C)C(=O)NCc3ccccc3)cc2c1C (stereo unspecified)
-3.7	-4.3	-0.2	-2.1	-16.6	-5.1	-0.1	i	-0.3	-4.2	Nc1nc(CSC(=S)N2CCOCC2)nc(Nc2ccc(F)cc2)n1
1.4	-3.0	-5.1	-5.8	-3.1	-11.3	-1.3	i	-0.5	29.5	O=C(Nc1ccc(Cl)c(Cl)c1)C1C2C=CC3(O2)C1C(=O)N(CCN1CCCCC1)C3C(=O)NC1CCCCC1 (stereo unspecified)
1.1	1.6	3.6	-6.1	-7.3	-3.1	-0.1	i	-0.1	2.6	CC(=O)NC(Cc1c[nH]c2ccccc12)C(=O)N1CCN(S(=O)(=O)c2ccccc2)CC1 (stereo unspecified)
7.2	-3.6	-7.8	-3.8	11.2	-4.9	-2.2	i	-0.2	-7.7	CC(C)C[C@H]1CN=C(N(C)C)N1CCCCc1ccccc1
0.3	-2.1	4.2	-12.2	-12.6	-3.3	1.7	i	-0.2	10.5	CC1CN=C(N(C(=O)Nc2ccccc2)c2ccc(S(=O)(=O)N3CCOCC3)cc2)S1 (stereo unspecified)
3.3	5.1	-2.3	-2.0	-2.9	-6.2	-1.3	i	-0.4	2.4	O=c1oc2ccccc2n1CCc1ccccc1
4.3	0.8	3.9	-5.7	-0.4	1.7	1.7	i	0.0	-11.3	O=C(COC(=O)c1cn(-c2ccccc2)nc1-c1cccnc1)NC1CC1
.	.	3.7	.	0.1	.	3.7	i	0.5	-8.5	CCOC(=O)C1C(C)C(C(C)(C)C)N(S(=O)(=O)c2ccc(C)cc2)C1c1ccccc1 (stereo unspecified)
102.4*	28.4	86.6*	.	-17.8	14.5	5.0	i	0.0	5.5	c1coc(-c2ccc3nncn3c2)c1
6.4	-5.1	0.5	-2.0	-6.0	-1.0	-1.7	i	-1.4	9.9	CCOC(=O)N1CCN(CCC(=O)c2ccc(Cl)cc2)CC1
-2.1	-0.2	4.2	-1.3	-2.4	-5.6	-0.5	i	-0.5	2.2	Cc1ccc(Nc2ncnc3sc(C)c(C)c23)cc1
-7.2	1.3	-12.8	-3.1	8.8	-6.3	2.8	i	-0.3	8.4	CN(C(=O)CN1C(=O)/C(=C/c2ccc(Cl)cc2)SC1=S)C1CCS(=O)(=O)C1 (stereo unspecified)
-0.2	-4.6	0.8	-12.2	2.7	4.5	-0.6	i	0.2	2.4	CCNC(=S)N1CCN(CC(=O)Nc2ccc(Br)cc2)CC1
-0.5	4.5	-5.9	-6.5	8.5	-10.6	-5.6	i	-1.0	-17.1	CCCCNC(=O)CSc1nc2n[nH]c(C)c2c(=N)n1-c1cccc(Cl)c1C
-1.2	-2.5	-3.7	-6.4	-18.2	4.0	-2.8	i	-1.8	1.3	Cc1cccc(CSc2ncc(CO)n2C)c1
-1.1	4.7	1.6	-11.2	6.7	1.4	8.9	i	-0.7	0.4	Cc1cc(NC(=O)Cn2c(C)nc3ccccc3c2=O)ccc1Br
26.5	-0.6	-1.4	-8.4	-1.0	-1.4	-1.6	i	0.1	11.8	CCOC(=O)CC/C(C)=N\N=C1\SC(CC(=O)O)C(=O)N1c1ccccc1 (stereo unspecified)
-0.7	-0.5	2.9	7.2	-4.5	-4.2	0.4	i	-0.5	-4.0	C#CCSc1[nH]c(=O)cc(C)c1C#N
1.2	-2.4	-1.2	-2.2	5.1	3.0	-0.2	i	-0.3	-3.2	CCOc1ccc(N2CC(C(=O)Nc3ccccc3F)CC2=O)cc1 (stereo unspecified)
0.1	-2.6	-12.8	13.5	-1.8	-3.7	-1.5	i	0.1	0.2	CC1=C([N+](=O)[O-])C(c2ccccc2C(F)(F)F)NC(=O)N1C (stereo unspecified)
0.9	-0.7	-4.4	-6.7	12.6	7.8	-6.9	i	-0.5	5.6	CN(C)C(=O)C[n+]1cccc(/C=N/O)c1
